# ROC1-CUL1 inh: inhibitors of human ROC1-CUL1 ubiquitin ligase activity. inhibition, % at 10 µM. AID 1347404. in vitro K48 di-Ub FRET, acceptor:donor ratio, 45 min. P62877+Q13616. 140,000 tested, 0.6% active; in the data active = inhibition above about 25%
# Target sequence (P62877 whole entry, looked up): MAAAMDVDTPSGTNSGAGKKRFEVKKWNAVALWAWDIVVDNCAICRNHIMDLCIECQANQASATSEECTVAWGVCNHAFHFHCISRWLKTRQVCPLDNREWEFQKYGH
# Target sequence (Q13616 whole entry, looked up): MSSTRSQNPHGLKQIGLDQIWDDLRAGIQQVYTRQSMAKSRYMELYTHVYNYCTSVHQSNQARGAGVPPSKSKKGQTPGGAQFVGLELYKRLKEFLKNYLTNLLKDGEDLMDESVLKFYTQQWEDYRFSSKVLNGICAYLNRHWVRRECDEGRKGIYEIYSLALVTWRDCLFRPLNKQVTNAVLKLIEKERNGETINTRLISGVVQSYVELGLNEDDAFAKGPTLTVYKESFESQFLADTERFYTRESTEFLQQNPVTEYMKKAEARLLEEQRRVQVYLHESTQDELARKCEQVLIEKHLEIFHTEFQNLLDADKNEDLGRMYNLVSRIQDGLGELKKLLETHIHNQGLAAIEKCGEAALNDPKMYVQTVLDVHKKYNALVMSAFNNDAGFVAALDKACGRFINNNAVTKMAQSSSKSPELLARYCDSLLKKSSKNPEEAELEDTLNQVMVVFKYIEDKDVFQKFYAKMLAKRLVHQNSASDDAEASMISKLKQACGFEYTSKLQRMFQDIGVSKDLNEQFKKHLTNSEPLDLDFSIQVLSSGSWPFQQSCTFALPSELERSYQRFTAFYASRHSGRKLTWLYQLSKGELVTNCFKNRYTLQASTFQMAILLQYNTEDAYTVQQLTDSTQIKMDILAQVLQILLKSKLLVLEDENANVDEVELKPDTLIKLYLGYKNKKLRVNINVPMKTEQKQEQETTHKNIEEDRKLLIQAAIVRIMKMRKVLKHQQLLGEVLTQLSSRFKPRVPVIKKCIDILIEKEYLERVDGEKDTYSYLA
# Active calls of the source: *.
no.	ROC1-CUL1 inh	mol
1	-1.2	COc1ccc(NC(=O)NC(C)c2c(-n3cccc3)sc3c2CCN(C)C3)c(OC)c1 (stereo not given)
2	5.2	COc1ccc(N=C(N)SCc2ccc(CN(C)C)o2)cc1
3	-5.6	O=C1Nc2ccccc2C1Cc1ccc(Cl)c(Cl)c1 (stereo not given)
4	6.2	CC(c1ccncn1)N(C)Cc1cn(C)nc1-c1ccc2c(c1)OCCO2 (stereo not given)
5	4.3	CC(=O)N1CCc2c([nH]c3ccccc23)C12C(=O)N(C)c1ccccc12 (stereo not given)
6	-8.5	COc1ccc(Cl)cc1C(=O)NCCCCCCNC(=O)c1cc(Cl)ccc1OC
7	4.6	N#CC(C#N)c1ccc(NC(=O)C2CCCCC2)cc1C(F)(F)F
8	-17.9	Cc1ccc2cccc(NC(=O)c3ccc(-c4cccc([N+](=O)[O-])c4)o3)c2n1
9	6.0	CCCN(C)S(=O)(=O)c1cccc(C(N)=O)c1
10	-7.9	O=C(c1cccnc1)c1cccnc1
11	1.0	CC12CCC(C(=O)Nc3nccs3)(C(Br)C1=O)C2(C)C (stereo not given)
12	-2.1	CCOC(=O)c1c(NC(=O)c2nn3c(c2Cl)NC(c2cccs2)CC3C(F)(F)F)sc2c1CCC(C)C2 (stereo not given)
13	1.8	Cc1c(Br)c(C(=O)Nc2cccc(CN3CCOCC3)c2)nn1C
14	2.1	CC(=O)c1ccc(NC(=O)COc2ccc(C(C)(C)c3ccccc3)cc2)cc1
15	3.3	Cc1cccc(NC(=O)Cn2c(=O)oc3cc(S(=O)(=O)N4CCCCCC4)ccc32)c1

# 3 of the entries above in order of their number in ROC1-CUL1 inh, lowest first:
nr	Structure	ROC1-CUL1 inh
3	O=C1Nc2ccccc2C1Cc1ccc(Cl)c(Cl)c1 (stereo not given)	-5.6
12	CCOC(=O)c1c(NC(=O)c2nn3c(c2Cl)NC(c2cccs2)CC3C(F)(F)F)sc2c1CCC(C)C2 (stereo not given)	-2.1
14	CC(=O)c1ccc(NC(=O)COc2ccc(C(C)(C)c3ccccc3)cc2)cc1	2.1

# Other results.
no.	ROC1-CUL1 inh	mol
16	-3.1	Cc1ccc(Cn2ccc(NC(=O)c3cc(-c4ccc(Cl)c(Cl)c4)on3)n2)cc1
17	0.2	CNCC/C=C1/c2ccccc2CC(O)c2ccccc21 (stereo not given)
18	-8.3	CCOC(=O)C1=NNCC1c1cccs1 (stereo not given)
19	-5.7	Cc1cccc(NC(=O)CN2C(=O)S/C(=C\c3ccc(Sc4ccccc4)o3)C2=O)c1
20	-7.8	CCOC(=O)C1C(=N)Oc2ccc3ccc(O)cc3c2C1c1ccc(C)cc1 (stereo not given)
21	-2.7	C=CCN(CC=C)C(=O)C1CCC(=O)N(CCc2ccc(Cl)cc2)C1 (stereo not given)
22	-8.7	CCCOc1ccc(-n2nnc(C(=O)N3CCc4ccccc4C3)c2C)cc1
23	8.0	COc1ccc(NC(=O)CSc2nc(-c3ccccc3)c(-c3ccccc3)[nH]2)cc1
24	2.1	CCOc1cc(C2NC(=S)N=C(C)C2C(=O)NCc2ccccc2)c(Cl)cc1O (stereo not given)
25	-0.2	CCN1CCN(C2(C(=O)NCC(C)(C)CN(C)C)Cc3ccccc3C2)CC1
26	-0.3	S=C(NC1CCCC1)N1CCN(c2cccc(Cl)c2)CC1
27	4.3	O=C(CCS(=O)(=O)c1ccc2ccccc2c1)N1CCOCC1
28	-4.6	O=S(=O)(c1cccc(C(F)(F)F)c1)N1CCN(c2ccccc2F)CC1
29	1.7	Cc1ccc(NC(=O)N=C2CN(CC(C)C)C(=O)c3ccccc32)cc1N(C)C
30	-9.2	Cc1ccc(-c2nnc(Nc3ccc(OC(F)(F)F)cc3)c3ccccc23)cc1S(=O)(=O)N1CCCCC1
31	-3.6	CC(C)N=C1N/C(=C\c2ccccc2)C(=O)N1c1cccc(Cl)c1
32	-4.3	O=C(C1CCCCC1)N(Cc1cccnc1)c1nc2ccc(F)cc2s1
33	-2.8	Cc1ccc(-c2nnc(Nc3ccc(OC(F)(F)F)cc3)c3ccccc23)cc1S(=O)(=O)NC(C)(C)C
34	1.1	CCOC(=O)c1ccc(NC(=S)NC(=O)C(C)C)cc1
35	-6.0	Cc1ccc([C@H]2SC(C)(C)[C@@H]3C(=O)N(c4ccc(C)cc4)C(=S)N23)cc1
36	5.0	Cc1cc2oc(C(=O)Nc3c(C(=O)Nc4ccccc4)oc4ccccc34)cc(=O)c2cc1C
37	-2.1	CC(=O)c1ccc(NC(=O)c2cc3sccc3n2Cc2ccc(Cl)cc2)cc1
38	19.8	CCOc1ccccc1C1[C@@H](C(C)=O)N2c3ccccc3C=C[C@@H]2C1(C#N)C#N (stereo not given in full)
39	7.7	CCOc1cc(C2c3c(n[nH]c3-c3ccc4c(c3)OCO4)OC(=N)C2C#N)ccc1OC(=O)c1ccco1 (stereo not given)
40	3.6	O=C(Cc1ccccc1)Nc1nc2c(s1)C(=O)CC(C(=O)NC(c1ccco1)C(F)(F)F)C2 (stereo not given)
41	2.2	O=C(O)C#Cc1ccc(Br)cc1
42	-1.4	CCNC(=O)c1cn(CCc2ccccc2)cc(C(=O)N2CCCC(c3ccccc3)C2)c1=O (stereo not given)
43	-1.8	CCc1ccc(Nc2sc(C(=O)c3ccccc3)c(N)c2S(C)(=O)=O)cc1
44	1.9	CCOc1ccc(-c2[nH]nc3c2C(c2c(F)cccc2Cl)C(C#N)C(=N)O3)cc1 (stereo not given)
45	-5.8	COc1cccc(N2CC(NC(=O)C3CCCCC3)CC2=O)c1 (stereo not given)
46	9.5	CCOC(=O)C1(CCOC)CCN(C2CSCCSC2)CC1
47	3.9	CCc1ccccc1Nc1nn2c(=O)c3ccc(C(=O)NCc4ccccc4OC)cc3nc2s1
48	-2.3	O=S(=O)(c1ccccc1)N1CCc2[nH]nc(-c3ccccc3F)c2C1
49	-6.5	COc1cc(NC(=O)COCc2cc(-c3ccc4c(c3)OCO4)on2)cc(OC)c1
50	-15.7	CCOC(=O)c1ccccc1NC(=O)Cn1c2ncccc2c(=O)n1-c1ccccc1
51	-8.9	CCCCc1ccc(NC(=S)NCCSc2ccc(Cl)cc2)cc1
52	3.2	CCc1cc(C(=O)NNC(=S)NC(C)c2ccccc2)cs1 (stereo not given)
53	-8.2	O=C(Cn1c(-c2cccs2)cc2ccccc21)N1CCN(c2ccc(Cl)cc2)CC1
54	4.9	CCOC(=O)C1C(c2ccc(Cl)cc2)C(C#N)C(SC)=NC1(O)c1ccccc1 (stereo not given)
55	5.2	O=c1cc(C2CCCNC2)nc(-c2cccc(F)c2)[nH]1 (stereo not given)
56	-1.9	Cc1nnsc1C(=O)N(CC1CCN(C2CCCC2)CC1)CC1CCCO1 (stereo not given)
57	-2.2	CCc1cccc(C)c1NC(=O)CSc1nnc(COc2ccc(OC)cc2)n1C
58	-10.9	Cc1ccc(S(=O)(=O)NCc2nc3nc(C)cc(C)n3n2)cc1
59	-8.9	COc1ccc(NC(=O)c2ccccc2NC(=O)c2cccs2)cc1
60	3.2	O=C(Nc1cccc(N2CCC(NCCc3ccco3)CC2)c1)c1cccc(C(F)(F)F)c1

# Looked up by compound from above:
no.	ROC1-CUL1 inh	mol
30	-9.2	Cc1ccc(-c2nnc(Nc3ccc(OC(F)(F)F)cc3)c3ccccc23)cc1S(=O)(=O)N1CCCCC1
16	-3.1	Cc1ccc(Cn2ccc(NC(=O)c3cc(-c4ccc(Cl)c(Cl)c4)on3)n2)cc1
58	-10.9	Cc1ccc(S(=O)(=O)NCc2nc3nc(C)cc(C)n3n2)cc1

# The main list resumes, repeating the 3 entries before the break.
no.	ROC1-CUL1 inh	mol
58	-10.9	Cc1ccc(S(=O)(=O)NCc2nc3nc(C)cc(C)n3n2)cc1
59	-8.9	COc1ccc(NC(=O)c2ccccc2NC(=O)c2cccs2)cc1
60	3.2	O=C(Nc1cccc(N2CCC(NCCc3ccco3)CC2)c1)c1cccc(C(F)(F)F)c1
61	-10.6	C=CCSc1nnc2c(n1)OC(c1ccc(O)c(O)c1)Nc1ccc(Br)cc1-2 (stereo not given)
62	-6.1	O=C(O)/C=C/c1cc(Br)ccc1OCc1ccccc1F
63	13.1	O=C(CN1CCN(c2ccccc2F)CC1)Nc1ccccc1Cl
64	-0.1	Cc1ccc(Cl)cc1N1CCN(CC(O)COC(C)(C)C)CC1 (stereo not given)
65	9.8	C=CCn1c(SCc2ccc(Cl)c(Cl)c2)nc2sc3c(c2c1=O)CCC3
66	1.7	COc1ccccc1Oc1ncccc1CNC(=O)c1cscn1
67	11.5	Nc1c(C(=O)Nc2ccc(F)c(F)c2F)sc2ncccc12
68	-15.0	O=C(NCC(c1cccnc1)N1CCc2ccccc21)c1cccc(Br)c1 (stereo not given)
69	-7.6	O=C(NC1CC(=O)N(c2cccc(F)c2)C1)C1CC1 (stereo not given)
70	-3.0	O=S(=O)(Nc1ccc(S(=O)(=O)Nc2cccc3ccccc23)cc1)c1ccc(Cl)cc1
71	-7.6	c1ccc(C2CCCCN2Cc2nc(-c3cnccn3)no2)nc1 (stereo not given)
72	-8.5	CC(=O)c1ccc(NC(=O)COCc2cc(-c3ccc(F)cc3)on2)cc1
73	-11.9	CCOC(=O)C1=C(N2CCOCC2)c2ccccc2S1(=O)=O
74	11.2	CCOc1ccc(C2c3c(n[nH]c3-c3ccccc3)OC(=N)C2C#N)c(OCC)c1 (stereo not given)
75	0.2	CN1C(=O)C(Cc2cccc(Oc3ccccc3)c2)C(=O)N(C)C1=O
76	4.2	CCN(CC)c1ccc(/C=N/NC(=S)NCc2ccccc2)cc1
77	-14.3	Cc1cc(C)n(Cc2cc(C(=O)N(C)C3CCOC3)n[nH]2)n1 (stereo not given)
78	-1.6	COc1cccc([C@@H]2C[C@H]3CN(c4cccc(OC)c4)C(=O)[C@]34CCCN24)c1
79	-1.9	CCOc1ccccc1C(=O)Nc1ccccc1
80	-3.1	Cc1ccc(N2C(=O)/C(=C/c3ccc(Br)cc3)C(=O)N(c3ccccc3)C2=S)cc1
81	5.3	Cc1cc2c(c(=O)n1Cc1cccnc1)C(c1ccc3c(c1)OCO3)C(C#N)C(=N)O2 (stereo not given)
82	-4.7	CC(=O)Nc1ccc(S(=O)(=O)Nc2cc(Cl)ccc2Cl)cc1
83	9.2	Cc1nc(C2CCN(C(=O)c3ccc(Cl)s3)CC2)cc(=O)[nH]1
84	2.7	Cc1ccc2oc(=O)c3cnn(CC(=O)Nc4cccc(C(F)(F)F)c4)c3c2c1
85	-1.6	COc1ccc(N2CCN(CCCNC(=O)c3cc(Nc4ccccc4OC)nc4ccccc34)CC2)cc1
86	-6.3	O=C(CN1CCN(S(=O)(=O)N2CCOCC2)CC1)Nc1ccc(Br)cc1
87	-1.9	c1ccc(-c2cc(N3CCCCC3)nc3ccccc23)cc1
88	4.4	c1ccc(-c2ccc(-c3cn4c5ccccc5n(CCN5CCOCC5)c4n3)cc2)cc1
89	6.7	CC(Oc1cccc(Cl)c1Cl)C(=O)N1CCN(C)CC1 (stereo not given)
90	12.5	COC(=O)C1(NC(=O)c2ccccc2)CC1c1ccc(OC)c(OC)c1 (stereo not given)
91	-8.2	CCCCCN1CCCn2c1nc1c2c(=O)n(C)c(=O)n1C
92	13.7	Cc1scc(Br)c1-c1c(Br)csc1C
93	-3.4	Cc1nc(-c2cccc(F)c2)sc1CCNC(=O)C(=O)Nc1ccc2c(c1)OCCO2
94	8.8	O=C(Oc1ccc2c(=O)c(Oc3ccc4ccccc4c3)coc2c1)c1cccs1
95	-1.2	Cc1cc(C)n2c(Nc3ccc(C(C)C)cc3)c(-c3ccsc3)nc2n1
96	3.1	CC1=C(C(=O)Nc2cccc(C)c2C)C2(CCCCC2)OC1=O
97	-5.6	CCOc1cc2occ(-c3ccccc3Cl)c(=S)c2cc1CC
98	-2.6	COc1ccc(F)c(CN2CCCC(O)(CNC(C)C)C2=O)c1 (stereo not given)
99	5.4	Cc1ccccc1-n1c(C)cc(/C=C2/C(=N)N3C(c4ccccc4)=CSC3=NC2=O)c1C
100	4.8	NC(=Nc1ccccc1)SCc1ccccn1
101	-12.1	Cc1ccc(CNC(=O)C2CCN(S(=O)(=O)c3ccc4c(c3)oc(=O)n4C)CC2)cc1
102	0.0	COC(=O)c1ccccc1NC(=O)c1nc(-c2ccccc2)n(-c2ccc(C)cc2)n1
103	-4.7	CCOC(=O)N1CCN(C(=O)c2cnn(-c3cccc(F)c3)c2-n2cccc2)CC1
104	-7.2	S=c1[nH]nc(-c2ccccc2Br)n1-c1ccccc1
105	10.9	CC1=C(C(=O)N2CCCCC2)C(c2cccc(F)c2)n2ncnc2N1 (stereo not given)
106	3.9	CCOc1ccc(C(F)(F)F)cc1NS(=O)(=O)c1ccc(OC)c2ccccc12
107	4.6	O=[N+]([O-])c1ccc(S(=O)(=O)Oc2cccc(OS(=O)(=O)c3ccc([N+](=O)[O-])cc3)c2)cc1
108	0.0	CCOc1ccc(Nc2nc3c(S(=O)(=O)c4ccc(C(C)C)cc4)nnn3c3ccsc23)cc1
109	-6.1	CCCOC(=O)Nc1sc2c(c1C(N)=O)CCCC2
110	-3.4	CN(C(=O)c1ccnn1C)C1CCCN(CCc2ccccc2)C1 (stereo not given)
111	-7.2	CCCS(=O)(=O)c1ncc(Cl)c(C(=O)N2CCN(c3ccc(OC)cc3)CC2)n1
112	6.7	COc1ccc(/C=C/C(=O)Nc2nc(-c3cccs3)ns2)cc1OC
113	96.4*	Clc1ccccc1-c1nnc2sc(/C=C/c3ccco3)nn12
114	6.3	Clc1ccc2c(c1)nc(CN1CCN(Cc3ccccc3)CC1)n2Cc1ccccc1
115	-6.4	COC(=O)C(NC(=O)c1ccccc1OC)(Nc1ccc(OC(F)(F)F)cc1)C(F)(F)F (stereo not given)
116	-3.4	CC(NC(=O)NNC(=O)c1ccccc1)(C(F)(F)F)C(F)(F)F
117	-10.6	COc1ccccc1NC(=O)C1C(C)=NC(SCC(=O)c2ccc(Br)cc2)=C(C#N)C1c1ccccc1Cl (stereo not given)
118	0.9	CC(=O)c1ccc(NC(=O)CC2Oc3ccc(C)cc3NC2=O)cc1 (stereo not given)

# Numbers 110 through 111 of the list above:
no.	ROC1-CUL1 inh	mol
110	-3.4	CN(C(=O)c1ccnn1C)C1CCCN(CCc2ccccc2)C1 (stereo not given)
111	-7.2	CCCS(=O)(=O)c1ncc(Cl)c(C(=O)N2CCN(c3ccc(OC)cc3)CC2)n1

# Bioassay records as filed in PubChem BioAssay.

# Not all compounds are listed (hit frequency here may not be typical).
